# From PubChem BioAssay
# bIAP act: bovine intestinal alkaline phosphatase activators, primary screen, biochemical, bovine IAP, CDP-star luminescence. actives 0.17% (n = 200,000). purified bovine IAP, 30 min; hits give high values; fold of DMSO-control signal, blank-subtracted. activation factor at 20 µM. alkaline phosphatase, intestinal [Bos taurus]. AID 1016, 2008;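 active means activation factor of 2 or more at 20 µM, a signal rise over negative controls twice the positive control's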
# Redox H2O2 prof: compounds producing H2O2 with reducing agent – biochemical, NIH compound library profiling, artefact control for MLSCN library redox annotation, primary screen | DTT-dependent redox cycling H2O2, phenol red/HRP absorbance; 100% = 100 µM peroxide control, 0% = buffer | activation, % at 10 µM | actives 0.03% (n = 200,000) | AID 878, 2007;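 active means activation of at least 50% relative to the plate's high and low controls in the primary single-dose screen; inactive means activation below 50%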;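 further: compound incubated with DTT at 0.8 mM final as the reducing agent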
# TR-FRET SRC-2 ct: TR-FRET signal artefacts, primary screen, artefact control for PPARgamma SRC-2 agonist project, biochemical; TR-FRET artefact counter-screen; hits give high values; actives 0.4% (n = 200,000); AID 1049, 2008; TR-FRET ratio at 8 µM; in the data active means TR-FRET ratio above about 2000; further: inactives centre near 1500
# ROMK primary: ROMK potassium channel modulators, primary screen, cell-based, thallium flux, MLSMR library | Tet-inducible ROMK, thallium flux fluorescence; actives lie on both sides | B-score at 10 µM | actives 2% (n = 130,000) | AID 1918, 2009;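 active means signal ratio slope over the read window, or its plate-corrected B-score, at least 3 SD from the plate mean, either direction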;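 further: B-score of the F/F0 ratio slope over 7 to 12 s after thallium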
# bIAP inhibitor: bovine intestinal alkaline phosphatase inhibitors, primary screen, selectivity assay for TNAP inhibitor project, biochemical, bovine IAP, CDP-star luminescence | alkaline phosphatase, intestinal [Bos taurus] | purified bovine IAP, 30 min | inhibition, % at 20 µM | 190,000 tested, under 10 active | AID 1019, 2008;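 active means over 50% inhibition of intestinal alkaline phosphatase at 20 µM in the single-dose screen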
#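 System: purified bovine intestinal alkaline phosphatase (IAP) enzyme; Input: IAP diluted 1/65,000,000 in the well; Measured by: CDP-star luminescence signal; Compound dosing: 20 µM single dose; Incubation: 30 min reaction at room temperature.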
# PPARg SRC-3 ag: PPARgamma agonists recruiting SRC-3 coactivator, primary screen, biochemical; Peroxisome proliferator-activated receptor gamma (Homo sapiens), P37231; biochemical PPARgamma/SRC-3 coactivator recruitment assay; activation, % at 8 µM; actives 0.26% (n = 200,000); AID 731, 2007; in the data active means activation above about 23%;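 further: 0% = DMSO and 100% = reference agonist; some compounds past the cut are filed as inactive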
# L major viab: Leishmania major promastigote growth inhibition, primary screen; Leishmania major promastigotes, resazurin fluorescence viability; inhibition, % at 10 µM; actives 9% (n = 200,000); in the data active means inhibition above about 50%;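 further: promastigotes grown with compound for 44 hours at 28 °C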
# TLR4-MyD88 BLA: inhibitors of TLR4-MyD88 association in cells, primary screen, cell-based, HeLa CL3-4, BLA complementation, FRET ratio. actives 0.18% (n = 200,000). HeLa CL3-4 TLR4/MyD88 BLA complementation. Toll-like receptor 4 (Homo sapiens) + Myeloid differentiation primary response protein …. AID 861, 2007. inhibition, % at 8.4 µM; in the data active means inhibition above about 25%;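 further: 0% = vehicle and 100% = reference inhibitor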
# Target sequence (O00206 whole entry, looked up): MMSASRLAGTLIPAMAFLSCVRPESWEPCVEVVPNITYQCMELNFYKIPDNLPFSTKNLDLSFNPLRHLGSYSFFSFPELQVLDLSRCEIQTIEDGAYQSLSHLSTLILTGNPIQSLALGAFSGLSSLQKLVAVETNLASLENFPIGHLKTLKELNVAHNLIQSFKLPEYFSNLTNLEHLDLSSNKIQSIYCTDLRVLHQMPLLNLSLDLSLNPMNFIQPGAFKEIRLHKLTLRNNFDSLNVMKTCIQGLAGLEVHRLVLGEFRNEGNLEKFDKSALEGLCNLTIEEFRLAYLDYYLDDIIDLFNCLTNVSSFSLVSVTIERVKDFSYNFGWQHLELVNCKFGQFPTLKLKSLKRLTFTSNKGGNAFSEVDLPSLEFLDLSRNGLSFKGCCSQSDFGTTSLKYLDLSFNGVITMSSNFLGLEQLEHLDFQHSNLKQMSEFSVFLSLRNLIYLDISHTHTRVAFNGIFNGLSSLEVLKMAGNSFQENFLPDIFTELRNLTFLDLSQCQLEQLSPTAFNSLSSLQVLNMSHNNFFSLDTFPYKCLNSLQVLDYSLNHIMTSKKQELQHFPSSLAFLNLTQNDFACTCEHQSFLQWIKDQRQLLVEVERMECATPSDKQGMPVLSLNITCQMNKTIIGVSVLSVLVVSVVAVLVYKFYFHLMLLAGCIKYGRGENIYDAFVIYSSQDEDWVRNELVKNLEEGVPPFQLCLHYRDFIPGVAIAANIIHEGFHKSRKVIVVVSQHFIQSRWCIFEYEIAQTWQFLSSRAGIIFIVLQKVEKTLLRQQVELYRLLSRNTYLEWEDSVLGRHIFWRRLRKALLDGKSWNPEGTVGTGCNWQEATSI
# Target sequence (Q99836 whole entry, looked up): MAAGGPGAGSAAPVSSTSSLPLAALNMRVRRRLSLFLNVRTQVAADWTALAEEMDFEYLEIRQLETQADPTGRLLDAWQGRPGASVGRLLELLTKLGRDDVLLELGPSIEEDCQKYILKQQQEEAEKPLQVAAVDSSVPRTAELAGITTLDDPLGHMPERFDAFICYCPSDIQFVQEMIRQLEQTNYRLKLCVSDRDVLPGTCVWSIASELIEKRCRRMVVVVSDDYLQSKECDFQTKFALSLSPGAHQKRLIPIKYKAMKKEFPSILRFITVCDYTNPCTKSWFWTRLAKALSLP
# PPARg SRC2 recr: agonists of PPARg-SRC-2 recruitment, primary screen, biochemical, HTS; Peroxisome proliferator-activated receptor gamma (Homo sapiens), P37231; PPARgamma LBD-SRC-2 recruitment; activation, % at 8 µM; actives 0.34% (n = 200,000); in the data active means activation above about 22%;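 further: 0% = vehicle and 100% = reference agonist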
# PPARg SRC-1 ag: PPARgamma agonists recruiting SRC-1 coactivator, primary screen, biochemical. Peroxisome proliferator-activated receptor gamma (Homo sapiens), P37231. actives 0.41% (n = 200,000). PPARgamma-SRC-1 coactivator recruitment biochemical assay. activation, % at 8 µM; in the data active means activation above about 19%;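 further: 0% = DMSO and 100% = reference agonist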
# S1P3 antagonist: S1P3 receptor antagonists, primary screen, cell-based. Sphingosine 1-phosphate receptor 3 (Homo sapiens), Q99500. actives 0.27% (n = 170,000). AID 485, 2006. CHO S1P3 NFAT-BLA reporter, FRET fluorescence, antagonist mode. inhibition, % at 4.98 µM;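 active means inhibition above the plate cutoff, the mean inhibition of test wells on that plate plus 3 SD, cut at about 28% in these data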;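 further: cells challenged with S1P at its EC80 of 0.8 µM; blue over green emission ratio from cleaved BLA substrate after 4 h stimulation; 0% = S1P-stimulated wells and 100% = unstimulated DMSO-only wells; some compounds past the cut are filed as inactive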
# * marks the source's active call; other numbers are inactive results; / = not tested or not shown.
canonical_smiles	bIAP act	Redox H2O2 prof	TR-FRET SRC-2 ct	ROMK primary	bIAP inhibitor	PPARg SRC-3 ag	L major viab	TLR4-MyD88 BLA	PPARg SRC2 recr	PPARg SRC-1 ag	S1P3 antagonist
Cc1ccc(C2C(C(N)=S)=C(N)OC3=C2C(=O)CC(C)(C)C3)cc1 (stereo not drawn)	1	0.4	1700	-0.61	-3	3	-10	0	8	2	-6
C=C(C)Cn1c(CCCNC(=O)CCC)nc2ccccc21	1	-2.2	1420	/	3	-3	3	-6	2	0	/
Cc1[nH]nc2c1C1(CCOCC1)C(C#N)=C(N)O2	0.9	-0.1	1688	-0.079	9	2	-2	-5	5	4	3
O=C(NCC1CCCO1)C1CCCCN1S(=O)(=O)c1ccc(F)cc1 (stereo not drawn)	0.9	0.1	1420	0.52	9	-3	-6	-1	2	2	/
Cc1ccsc1/C=C/C1=Cc2c(sc(NC(=O)CSc3n[nH]c(N)n3)c2C#N)C(C)(C)C1	0.8	0.1	1740	/	17	5	100*	-1	10	9	/
CN(C(=O)C12CC3CC(CC(C3)C1)C2)C1(C)CCS(=O)(=O)C1 (stereo not drawn)	0.9	3.0	1572	/	10	0	-6	1	10	5	-19
COC(=O)CSc1ccccc1C(=O)OC	1	0.1	1649	0.88	1	1	-6	8	8	-4	-20
Cc1cc(NN)nc2ccc(Cl)cc12	1	-0.8	1645	-0.73	-2	1	-2	-9	0	0	10
O=C(Nc1nc(-c2nc3ccccc3s2)cs1)c1ccc(S(=O)(=O)N2CCOCC2)cc1	1	2.5	1954	/	-3	-3	52*	-6	8	1	-32
CCOC(=O)c1[nH]c2c(c1-c1ccccc1)C(=O)CC(c1ccc(Cl)cc1)C2 (stereo not drawn)	1	1.2	1614	1.4	-3	0	4	0	10	1	-13
Cc1ccc(C(=O)N2CCN(Cc3ccc4c(c3)OCO4)CC2)o1	1	-4.1	1667	/	-2	-12	5	-3	-2	3	/
CC(C)(/C=N/O)/[N+]([O-])=C/C=[N+](\[O-])C(C)(C)/C=N/O	0.9	1.9	1505	/	6	-6	-2	-8	-3	-1	-10
Cc1ccc(-c2nnc(N(C)C(=O)c3ccccn3)s2)cn1	0.9	1.7	1573	/	5	-3	10	-2	1	6	-2
COC(=O)c1ccc(NC2=C(Cl)C(=O)OC2OC(=O)c2ccccc2)cc1 (stereo not drawn)	0.9	-0.7	1591	0.26	10	-1	-8	-17	1	6	-11
CC(C)(C)OC(=O)NCCCC[C@H](NC(=O)c1nc[nH]c1C(=O)NCc1ccccc1)C(=O)OC(C)(C)C	1.2	0.0	1515	/	-17	5	19	-3	4	10	-18
COc1cc(C(=O)Nc2ccc(S(=O)(=O)Nc3cc(C)on3)cc2)cc(OC)c1OC	1	2.6	1569	/	5	-6	-2	-16	7	0	-31
CC1(C)CCc2nc(SCc3ccccc3)c(C#N)cc2C1	0.9	0.4	1408	0.54	10	14	-4	-4	11	2	/
N#C/C(=C\c1ccc([N+](=O)[O-])o1)C(=O)Nc1ccc(F)cc1	1.1	0.1	1564	-0.22	-12	-1	3	11	5	4	-6
Cc1cc(Br)c2nc3c(c(C(=O)O)c2c1)CCCCC3	0.9	0.4	4070*	-0.26	6	50*	-6	1	98*	53*	-10
Cc1c(N=N/C(C(=O)Nc2ccccc2)=C(/O)c2ccccc2)c(=O)n(-c2ccccc2)n1C	0.9	-1.5	1350	0.028	13	-2	42	5	-1	-3	-26
COc1ccc(-c2cc(CCCC(=O)NCCc3ccc(OC)cc3OC)no2)cc1	1	1.9	1802	/	1	-1	1	4	-5	3	6
N/C(Cn1cncn1)=N\NC(=O)c1ccc(Cl)cc1Cl	1.2	-0.1	1571	0.18	-16	5	-7	6	6	-10	-2
CCC(C(=O)NCc1ccco1)N(C(=O)CNS(=O)(=O)c1ccccc1)c1ccccc1C (stereo not drawn)	0.9	0.2	1533	-2.1	7	1	19	8	2	4	-18
CC(C)CN1C(=O)NC(NC(=O)c2ccco2)(C(F)(F)F)C1=O (stereo not drawn)	1.1	-2.2	1622	/	-5	2	-2	14	0	4	-24
C=CCN1C(=O)C(O)(CC(=O)c2c(C)n[nH]c2C)c2cc(Br)ccc21 (stereo not drawn)	1	1.6	1526	/	4	-3	-2	6	-4	6	27
FC(F)(Cl)c1nnc2ccc(Cl)nn12	1	-0.3	1574	-0.42	4	4	0	0	5	0	-16
COc1cnc(-c2ccccn2)nc1Sc1ccccc1	1	0.0	1470	-3	2	0	100*	13	-8	-8	12
NNC(=O)c1cnn(-c2ccccc2)c1C(F)(F)F	1	-0.3	1693	0.18	-4	0	-1	6	4	-1	4
CC(=O)Nc1cccc2c1C(=O)N(c1cccc(C)c1)C2=O	1	0.7	1611	-0.42	0	-17	2	5	-6	-3	/
CC(=O)c1cccc(CN2CCCC(CCC(=O)NCc3ccc(C)o3)C2)c1 (stereo not drawn)	1.2	-0.2	1435	0.79	-23	-1	20	11	-2	4	-12

# Reformatted as labelled records: part of the list above
COC(=O)CSc1ccccc1C(=O)OC
- bIAP act: 1
- Redox H2O2 prof: 0.1
- TR-FRET SRC-2 ct: 1649
- ROMK primary: 0.88
- bIAP inhibitor: 1
- PPARg SRC-3 ag: 1
- L major viab: -6
- TLR4-MyD88 BLA: 8
- PPARg SRC2 recr: 8
- PPARg SRC-1 ag: -4
- S1P3 antagonist: -20
Cc1c(N=N/C(C(=O)Nc2ccccc2)=C(/O)c2ccccc2)c(=O)n(-c2ccccc2)n1C
- bIAP act: 0.9
- Redox H2O2 prof: -1.5
- TR-FRET SRC-2 ct: 1350
- ROMK primary: 0.028
- bIAP inhibitor: 13
- PPARg SRC-3 ag: -2
- L major viab: 42
- TLR4-MyD88 BLA: 5
- PPARg SRC2 recr: -1
- PPARg SRC-1 ag: -3
- S1P3 antagonist: -26

# More records
canonical_smiles	bIAP act	Redox H2O2 prof	TR-FRET SRC-2 ct	ROMK primary	bIAP inhibitor	PPARg SRC-3 ag	L major viab	TLR4-MyD88 BLA	PPARg SRC2 recr	PPARg SRC-1 ag	S1P3 antagonist
Cc1cc(C(=O)NCc2cccs2)no1	0.9	0.2	1716	0.28	7	-1	-4	-11	4	-2	/
CN(C)S(=O)(=O)c1ccc(=S)[nH]c1	1	-1.5	1711	-0.97	4	2	1	-11	7	8	-4
O=c1[nH]c(=O)c2nnc(N/N=C\c3ccc(O)cc3)nc2[nH]1	1	-0.8	1618	1	2	4	3	-10	-5	4	-9
CCOc1ccc(NC(=O)CCC(=O)NNS(=O)(=O)c2ccccc2[N+](=O)[O-])cc1	1	-0.6	1634	/	-4	-3	-5	12	-8	-5	-5
Cc1ccc(S(=O)(=O)N(C)CC(=O)OCC(=O)NC(=O)Nc2ccc3c(c2)OCCO3)cc1	1	0.1	1680	-0.83	-3	-3	-4	-1	4	-2	-2
CC(C)CC(NC(=O)C1CCC(C)CC1)C(=O)N1CCN(c2ccccn2)CC1 (stereo not drawn)	1.1	-1.4	1534	/	-15	-5	19	-8	2	2	-15
CCC(=O)N1CCCc2cc(S(=O)(=O)N3CCN(c4ccccc4F)CC3)ccc21	1	-1.0	1458	/	-1	6	12	5	-5	-4	3
O=C(Cn1nc(-c2ccccc2)ccc1=O)NCc1ccc(F)cc1	0.9	-1.0	1607	-0.51	14	0	-11	0	1	1	4
O=C(Nc1ccc(S(=O)(=O)Nc2nccs2)cc1)/C(=C/c1ccccc1Cl)NC(=O)c1ccccc1	1	0.1	1456	/	-2	4	-8	2	5	4	-5
CC(NC(=O)CNC(=O)C1O[C@@H]2OC(C)(C)O[C@@H]2[C@H]2OC(C)(C)O[C@@H]12)C(=O)O (stereo partly drawn)	1.1	-10	1495	1.1	-13	-3	6	-2	-9	1	0
CCOc1ccc(OCCCCNC(C)(C)C)cc1	1	0.0	1595	-0.23	5	0	98*	-1	0	4	8
CSc1ccccc1C(=O)Nc1ccccc1C(=O)NC(C)C	1	-0.2	1572	2.6	-5	0	3	0	0	2	5
Cc1ncsc1CCC(=O)N1CCCC(C(=O)c2ccc3c(c2)OCO3)C1 (stereo not drawn)	1.2	-1.6	1711	0.44	-18	1	-1	-5	11	0	1
Cc1cc(SCc2cc(=O)n3ccsc3n2)nc2ccccc12	0.9	0.7	1590	-0.19	8	6	41	-13	3	1	-8
C=CCc1cccc2cc(C(=O)Nc3ccc(S(=O)(=O)Nc4nnc(CC)s4)cc3)c(=O)oc12	0.7	0.5	1627	/	34	-1	-10	-9	0	-8	-3
Cn1c(=O)[nH]c(=O)c2c1nc(NCCCn1ccnc1)n2Cc1ccc(F)cc1	1.5	-1.9	1454	/	-52	-6	-5	-3	6	1	-30
COC(=O)c1ccc2c(c1)S(=O)(=O)NC(=NCc1ccco1)S2	1.1	-0.1	1694	/	-7	8	96*	-31	8	16	30
Cc1nn(C)c(C(=O)N/N=C/c2ccccc2)c1[N+](=O)[O-]	1	0.5	1470	-0.13	3	1	-2	17	-8	2	/
CNC(=O)NC1CCCc2ccccc21 (stereo not drawn)	1	0.0	1682	/	-1	11	-3	0	5	-5	0
CCOP(=O)(OCC)c1nc(-c2cccc3ccccc23)oc1NCc1ccc(OC)cc1	1.1	-0.1	1595	/	-12	2	71*	-15	1	4	-19
COc1cc(C)c(Cl)cc1S(=O)(=O)NCCCN1CCOCC1	0.9	0.7	1505	/	12	2	86*	3	-5	0	/
COc1ccccc1NC(=S)N1CCOCC1	0.8	0.1	1611	0.43	17	5	-3	3	4	-7	13
CCOC(=O)c1ccc2c(c1)nc(COc1ccc3ccccc3c1)n2CC	0.8	-0.1	1539	-0.24	16	6	0	3	0	-1	/
CCOC(=O)C(C)n1cnc2c1c(=O)[nH]c(=O)n2C (stereo not drawn)	0.9	-0.1	1637	0.78	6	-5	-4	2	10	5	/
CC(C)Oc1cccc(C(=O)C2CCCN(Cc3cccn3-c3ccccn3)C2)c1 (stereo not drawn)	0.9	-1.8	1563	-2.2	6	1	98*	-8	2	-5	1
CC(=O)NCCc1ccc(S(=O)(=O)Nc2cccnc2)cc1	0.9	-0.1	1558	0.28	9	-5	-6	7	-2	-2	-6
Cc1csc(SCC(=O)Nc2cccc(S(=O)(=O)N3CCOCC3)c2)n1	1	0.1	1530	0.23	-2	-1	0	-4	14	6	7
O=S(=O)(c1ccc(F)cc1)n1ccc2cccnc21	0.9	1.4	1579	/	7	-2	-4	-7	9	4	/
O=C(Nc1cccc(C(=O)O)c1)/C(=C/c1ccc2c(c1)OCO2)NC(=O)c1cccc(Br)c1	1.1	-1.2	1718	0.47	-7	4	-13	-8	7	8	-12
CCCC(=O)Nc1ccc(S(=O)(=O)N2CCCC2)cc1	0.9	0.4	1573	-0.17	9	10	-5	7	2	-1	/
